Screening results: PubChem, several laboratories
NADH enzymes: inhibitors of PK/LDH coupling enzymes, profiling panel, artefact control, biochemical, MLSMR library | coupled PK/LDH NADH assays, four targets | IC50, µM (top dose mostly 10 µM), for the others: at the highest dose inhibition | 0.02% of 65,000 active;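 active means single-dose screening hits from any of four coupled enzyme assays that gave an IC50 when retested across doses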;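 further: the DPM-DC format reads NADH fluorescence rather than 340 nm absorbance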
HTR1A agonist: human 5-HT1a receptor agonists, primary screen, cell-based, CHO, Ga15 NFAT-bla reporter; 5-hydroxytryptamine receptor 1A (Homo sapiens), P08908; CHO 5-HT1a Ga15 NFAT-bla reporter, FRET ratio; 0% basal, 100% maximal reference agonist; activation, % at 10 µM; AID 567, 2006; 0.56% of 65,000 active;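 active means activation above the screen-wide mean activation plus 3 SD, cut at about 19% in these data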;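 further: 0% = DMSO wells and 100% = 5-CT at EC100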
Target sequence (P08908 whole entry, looked up): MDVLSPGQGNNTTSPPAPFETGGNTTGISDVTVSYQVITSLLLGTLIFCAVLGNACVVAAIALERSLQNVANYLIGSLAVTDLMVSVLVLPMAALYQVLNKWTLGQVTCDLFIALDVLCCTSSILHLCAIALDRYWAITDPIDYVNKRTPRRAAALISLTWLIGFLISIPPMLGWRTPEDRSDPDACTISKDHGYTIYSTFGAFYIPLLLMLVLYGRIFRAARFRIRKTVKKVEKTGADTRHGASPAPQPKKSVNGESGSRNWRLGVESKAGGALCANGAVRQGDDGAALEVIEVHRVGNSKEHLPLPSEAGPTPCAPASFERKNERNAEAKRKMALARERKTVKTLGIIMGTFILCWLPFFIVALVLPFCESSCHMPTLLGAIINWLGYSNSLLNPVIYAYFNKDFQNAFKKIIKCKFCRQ
Autofluor 339: intrinsic fluorescence of library compounds, ex339/em460 – biochemical, MLSMR library, data from DPM-DC assay, artefact control, profiling panel; compound autofluorescence, ex339/em460 nm, NADH buffer; hits give high values; 1 = no-compound wells, NADH background; fluorescence fold increase at 10 µM; 5.5% of 65,000 active;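 active means at 10 µM, mean starting fluorescence two-fold or more over control wells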;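 further: signal is the first read of a kinetic run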
5-HT1A blocker: human 5-HT1a receptor antagonists, primary screen, cell-based, CHO, Ga15 NFAT-bla reporter; 5-hydroxytryptamine receptor 1A (Homo sapiens), P08908; CHO 5-HT1a Ga15 NFAT-bla reporter, antagonist mode; inhibition, % at 10 µM; 0.68% of 62,000 active;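 active means inhibition above the mean of all tested compounds plus 3 SD, cut at about 43% in these data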;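 further: receptor stimulated by 5-CT agonist at 100 nM near EC80; beta-lactamase reporter measured by ratiometric fluorescence of a cleavable substrate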
RORA act: activators of orphan receptor RORA, primary screen, cell-based, luminescence; Nuclear receptor ROR-alpha (Homo sapiens), P35398; CHO-K1 Gal4-RORA LBD luciferase reporter; percent increase over mock-subtracted basal signal; activation, % at 10 µM; 1.5% of 65,000 active;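 active means activation above the mean of all tested compounds plus 3 SD, cut at about 49% in these data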;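 further: 0% = DMSO-treated RORA cells and 100% = added signal equal to DMSO minus mock-transfected cells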
MMP-13 inhibitor: human MMP13 inhibitors, primary screen, biochemical, FRET peptide cleavage; MMP-13 fTHP FRET cleavage, Mca fluorescence; Collagenase 3 (Homo sapiens), P45452; AID 570, 2006; inhibition, % at 4 µM; 0.07% of 65,000 active;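 active means inhibition above the mean of compound-free control plate wells plus 3 SD, cut at about 14% in these data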;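 further: 0% = DMSO wells and 100% = wells with reference MMP-13 inhibitor after basal subtraction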
TNAP act mid DEA: human TNAP enzyme activators, primary screen, biochemical, luminescent, intermediate phosphate acceptor level; Alkaline phosphatase, tissue-nonspecific isozyme (Homo sapiens), P05186; purified TNAP, CDP-star luminescence, 100 mM DEA, 30 min; hits give high values; scale: 0 levamisole-inhibited, 1 vehicle-only enzyme; activation factor at 20 µM; 64,000 tested, under 10 active; AID 813, 2007;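 active means activation factor of at least 2 at 20 µM, relative to controls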
A340 absorber: compound light absorbance at 340 nm, profiling panel, artefact control, biochemical, MLSMR library, data from PS, PMK, MK assays; compound absorbance at 340 nm, fold over control; fold change at 10 µM; 65,000 tested, under 10 active; AID 708, 2007;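 active means at 10 µM dose, initial 340 nm absorbance at least 2 fold that of control wells; inactive means change under 2 fold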;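 further: initial absorbance extrapolated from kinetic A340 decline of NADH oxidation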
SF1 activator: activators of human SF-1, primary screen, cell-based, CHO-K1, Gal4-SF-1 LBD, luciferase luminescence | Steroidogenic factor 1 (Homo sapiens), Q13285 | AID 522, 2006 | CHO-K1 Gal4-SF-1 LBD luciferase reporter; % increase over DMSO SF-1-specific signal | 1.9% of 65,000 active | activation, % at 10 µM;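 active means activation above the mean activation of all tested compounds plus 3 SD, cut at about 50% in these data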
Target sequence (Q13285 whole entry, looked up, the tested form may be a part): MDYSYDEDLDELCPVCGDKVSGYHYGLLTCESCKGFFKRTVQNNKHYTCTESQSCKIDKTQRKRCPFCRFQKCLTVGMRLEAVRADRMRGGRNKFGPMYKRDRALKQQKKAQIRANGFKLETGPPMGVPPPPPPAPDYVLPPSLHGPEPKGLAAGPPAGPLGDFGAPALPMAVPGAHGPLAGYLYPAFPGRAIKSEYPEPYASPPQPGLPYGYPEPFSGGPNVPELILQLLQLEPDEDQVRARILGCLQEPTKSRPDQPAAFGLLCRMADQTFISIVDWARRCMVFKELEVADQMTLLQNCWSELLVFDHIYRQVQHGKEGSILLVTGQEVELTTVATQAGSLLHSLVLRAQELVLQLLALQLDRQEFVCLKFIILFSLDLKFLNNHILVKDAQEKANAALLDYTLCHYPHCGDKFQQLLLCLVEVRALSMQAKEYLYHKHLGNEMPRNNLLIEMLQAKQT
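Material: CHO-K1 cells with Gal4–hSF-1 LBD chimera plus Gal4-driven luciferase / Input: 4,000 CHO-K1 cells per well / Incubation: compound exposure 20 h at 37 °C / Signal: luminescence read 15 min after SteadyLite luciferase reagent, after room-temperature equilibration / Read-out: percent activation versus DMSO / Benchmarks: DMSO negative control and −SF1 background wells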
* hit, by the source's call; . = not tested or not shown; [ ] = another dose, or the depositor's remark. No enrichment for hits; about 8.9% have a hit in one of these screens.

SMILES	NADH enzymes	HTR1A agonist	Autofluor 339	5-HT1A blocker	RORA act	MMP-13 inhibitor	TNAP act mid DEA	A340 absorber	SF1 activator
Cn1c(NCc2ccco2)nc2c1c(=O)n(Cc1ccc(Cl)c(Cl)c1)c(=O)n2C	5%	2.4	1.1	.	-16	-10	0.8	0.89	1
O=C(Nc1nc(-c2cccs2)cs1)c1ccc(S(=O)(=O)N2CCCCC2)cc1	3%	0.8	1.2	2	4	7	0.8	1.1	-9
Cc1ccc(S(=O)(=O)NC(=O)Nn2c(C)nnc2C)cc1	2%	-1.8	1.1	2	-21	5	1	1	5
COc1ccc(/C(O)=C2\C(=O)C(=O)N(CCN(C)C)C2c2cccc(OC)c2OC)cc1 (configuration not stated)	3%	0.2	1	.	-10	1	0.9	1.1	10
CCOc1ccc(-c2ncncc2-c2ccc(OC)cc2)c(O)c1	3%	-4.7	1.1	35	-1	-14	0.9	1.1	-9
CCCC(c1nnnn1Cc1ccc(F)cc1)N1CCN(C2CCCCC2)CC1 (configuration not stated)	3%	-1.0	1.1	38	-2	-2	0.9	1	4
O=C(Nc1ccc(Nc2ccccc2)cc1)N1CCOCC1	3%	-4.5	1.1	3	6	4	1	1.1	-10
CCc1ccc2c(c1)[C@]1(C(=O)N2)[C@@H]2C(=O)N(Cc3ccccc3)C(=O)[C@@H]2[C@@H]2CCCN21	2%	-1.2	1.1	6	-1	1	0.9	0.98	8
O=C(NCc1ccco1)Oc1ccccc1	4%	-2.6	1.1	-7	1	4	0.9	1	-11
Nc1nnnn1/N=C/C(Br)=C/c1ccccc1	14%	-1.8	1	85*	-77	1	0.9	1.1	-96
COc1ccccc1NC(=O)CC1C(=O)NCCN1C(=O)Nc1ccc(Cl)c(Cl)c1 (configuration not stated)	3%	-1.7	1.1	13	8	5	0.9	1	-8
Nc1cccc2c1C(=O)N(c1ccccc1)C2=O	2%[fluoresces]	-1.6	2.3*	10	6	-14	0.9	1	-7
Cc1ccc(C)c(OCC(=O)Nc2nonc2NC(=O)COc2cc(C)ccc2C)c1	6%	12	1.1	2	19	-1	1.1	1	21
CCSc1nnc(NC(=O)CSc2nccn2-c2cccc(C)c2)s1	3%	-2.0	1.1	2	8	4	0.9	1	-5
CCOC(=O)c1[nH]cnc1C(=O)Nc1ccccn1	2%	0.7	1.1	2	10	-2	1	1.1	9
CCSC1=C(C#N)C2(CCCC2)C(C#N)=C(N)N1	6%	0.8	1.1	-35	-2	-1	0.9	1.1	0
COc1ccc(C2C(C(=O)N3CCOCC3)=C(C)NC3=C2C(=O)CC(C)(C)C3)cc1O (configuration not stated)	18%	-1.5	1.9	13	-7	2	0.9	1.1	-10
CCCC(=O)Nc1nc2ccc(S(=O)(=O)N3CCCCC3)cc2s1	4%	3.4	1.1	-9	34	-12	0.9	1	45
CCCOc1cccc(C2/C(=C(/O)c3ccc(OC)cc3)C(=O)C(=O)N2CCN(C)C)c1 (configuration not stated)	6%	0.9	1.1	1	-2	2	1	1.1	4
O=C(NC1CCCCCCC1)C1CCN(c2nc3ccccc3o2)CC1	4%	0.7	1	-18	4	0	0.9	1	-1
C/C(N)=C(/C#N)C(=O)COC(=O)C1Cc2ccccc2CN1S(C)(=O)=O (configuration not stated)	7%	-1.4	1	9	-8	-1	0.9	0.99	2
Oc1cnc2ccccc2c1CN1CCOCC1	4%	-2.4	1.9	-6	-9	-19	0.9	1	-12
COc1ccc(-c2nnn(CC(=O)N(CCO)C(C(=O)NC3CCCC3)c3ccc(F)cc3)n2)cc1 (configuration not stated)	5%	-1.4	1	-14	5	-3	0.9	1	16
COc1cc(C(=O)Nc2oc(-c3ccccc3)c(-c3ccccc3)c2C#N)cc(OC)c1OC	1%	-2.3	1.7	14	14	2	0.8	1.1	5
CC(C)n1c(SCC(=O)N2CCCc3ccccc32)nc2c1c(=O)n(C)c(=O)n2C	5%	2.3	1.1	1	-2	2	1	0.96	-5
CCCC(=O)Nc1ccc(N2CCOCC2)cc1	1%	-0.2	1.1	12	10	-2	1	1.1	-2
CC(C)(C)c1ccc(-c2nc(C#N)c(NCc3ccncc3)o2)cc1	12%	0.2	1.8	6	60*	-27	1	1	83*
Cc1noc(C)c1COc1ccc(C(=O)OCC(=O)c2ccc3c(c2)OCCO3)cc1	5%	-2.4	1.1	-6	-4	6	1	1	4
COc1ccccc1NC(=O)c1ccc(-c2ccccc2F)o1	3%	-2.1	1.3	29	23	4	0.9	1.1	26
CCOC(=O)N1CCN(C(=O)C2CCC(CNS(=O)(=O)c3ccc(Cl)cc3)CC2)CC1 (configuration not stated)	5%	-1.1	0.97	-10	4	2	0.9	1	5
N#CCc1nnc2n1-c1ccccc1CCC2	1%	-1.1	1.1	6	-13	1	0.9	1	5
CSC1=NCCN1C(=O)COc1ccc2ccccc2c1	4%	-2.5	1.1	5	10	-3	0.9	1	-4
Cc1c(Cl)cccc1NC(=O)Cn1cccc1	7%	-1.1	1.1	0	-11	4	1	0.97	4
CCOc1ccc(C(C)=O)cc1CSc1nnc(-c2cccs2)n1CC1CCCO1 (configuration not stated)	6%	0.6	1	28	-27	-3	1	0.99	-7
CCOC(=O)c1c(CN(CC)CC)oc2cc(Br)c(O)cc12	2%	2.2	1.1	-4	-9	5	1	1	-7
COCCCn1c(=O)c2ccccc2c2ccccc2c1=O	6%	-1.7	1.1	-9	-2	-2	0.9	1	6

The closing 4 entries of the part above come first, to join the parts.
SMILES	NADH enzymes	HTR1A agonist	Autofluor 339	5-HT1A blocker	RORA act	MMP-13 inhibitor	TNAP act mid DEA	A340 absorber	SF1 activator
Cc1c(Cl)cccc1NC(=O)Cn1cccc1	7%	-1.1	1.1	0	-11	4	1	0.97	4
CCOc1ccc(C(C)=O)cc1CSc1nnc(-c2cccs2)n1CC1CCCO1 (configuration not stated)	6%	0.6	1	28	-27	-3	1	0.99	-7
CCOC(=O)c1c(CN(CC)CC)oc2cc(Br)c(O)cc12	2%	2.2	1.1	-4	-9	5	1	1	-7
COCCCn1c(=O)c2ccccc2c2ccccc2c1=O	6%	-1.7	1.1	-9	-2	-2	0.9	1	6
O=C(Nc1cc(C(F)(F)F)ccc1N1CCCC1)c1ccc2c(c1)OCO2	2%	-0.9	1	24	-10	2	0.9	1	-22
CCn1c(=N)n(CC(=O)c2cccc(OC)c2)c2ccccc21	8%	-2.0	1.1	37	30	-4	1	1	44
O=C(c1ccco1)c1cn(CC(=O)N2CCCCC2)c2ccccc12	10%	-1.9	1.1	4	0	1	0.9	1.1	9
CCc1c(C)c(C#N)c2nc3ccccc3n2c1NCCN(C)C	0%	-8.0	1.4	-3	-13	-3	.	1.1	-18
CCSc1nc2ccccc2n1CC(N)=O	3%	-3.3	1.1	-5	2	-3	0.9	1	12
Cc1cc(Oc2ccccc2)nc(OCC#N)n1	6%	-4.7	1.1	-10	-14	1	0.9	1.1	-8
CCOC(=O)C1CCN(Cc2ccccc2C(F)(F)F)CC1	2%	-2.2	1	-12	-27	1	0.9	1	-12
CCCn1c(SCC(=O)c2ccc3c(c2)OCCO3)nnc1-c1ccco1	2%	0.9	1.1	2	-1	-4	0.9	1.1	-1
C#CCNc1nc(CC)nc2c1nnn2Cc1ccccc1F	5%	3.6	1	8	13	11	0.9	0.96	9
CC(C)[C@H](NC(=O)NCCc1ccc(Cl)cc1)C(=O)O	3%	-2.2	1.1	-6	-14	-2	0.9	1	15
Brc1ccc(-c2cn3cccnc3n2)cc1	3%[fluoresces]	-1.3	3.4*	7	53*	-204[fluorescence artefact?]	0.9	1	38
CCCc1noc(-c2ccc(-c3ccccc3)cc2)n1	1%	-0.3	1.1	7	57*	-3	1	1.1	55*
CCc1nnc(NC(=O)c2cc3c(s2)CCCCC3)s1	2%	-5.2	1.1	8	34	1	0.9	1	74*
CCOC(=O)N1CCN(C(=O)NC23CC4CC(CC(C4)C2)C3)CC1	1%	-0.4	0.99	-11	6	8	1	1	-8
CC(C)[C@H](NC(=O)NCc1ccco1)C(=O)O	2%	-5.0	1.1	4	-2	6	1	1.1	-15
Cc1cc(C(=O)NCC(c2ccco2)N(C)C)no1 (configuration not stated)	8%	-1.8	1	4	7	0	0.9	1	-7
Cc1ccc(S(=O)(=O)N2c3ccccc3NC(=O)C2CC(=O)Nc2ccccc2)cc1 (configuration not stated)	7%	-3.5	1.4	6	4	-7	0.9	1	-8
CCCC(=O)Nc1ccc(NC(=O)c2ccccc2Cl)nc1	5%	-3.2	1.1	7	27	2	1	0.97	46
COC(=O)c1cn(C(=O)OC)c2ccccc12	3%	-0.1	1	-1	1	2	0.9	0.99	-10
CCOC(=O)COc1ccc(S(=O)(=O)Nc2ccc3c(c2)OCCO3)cc1	8%	-1.5	1.1	20	-5	-4	0.9	1	19
O=C(Oc1ccc(-c2nnco2)cc1)N1CCCCC1	1%	-2.2	1.1	-2	11	2	.	1	41
COc1ccccc1CN(Cc1nc2ccccc2c(=O)[nH]1)C(=O)Nc1ccccc1	4%	0.6	1	-5	-6	4	0.8	0.97	-4
O=C(O)c1ccnc(C(=O)O)c1	1%	-5.4	1.1	.	3	-4	1	1.1	-5
O=C(CN1C(=O)CCSc2ccccc21)Nc1ccccc1	3%	-1.1	1	2	-13	5	0.9	0.98	4
CCOC(=O)CNC(=O)C(NC(=O)C1CCC(C)CC1)C(C)CC (configuration not stated)	12%	-0.3	1.1	-5	-9	2	0.9	1	14
Clc1ccccc1CSc1nnc(-c2ccccn2)n1Cc1ccco1	3%	-1.9	1.1	32	-17	3	0.9	0.99	2
COc1ccc(-c2nc(N)nc(C)c2Oc2ccccc2Br)c(O)c1	4%	0.8	1.1	31	25	-8	0.9	1	17
Cc1ccc(S(=O)(=O)N2C(=O)CCC2C(=O)N2CCN(C)CC2)cc1 (configuration not stated)	5%	-4.7	1.1	5	-7	2	1	1.1	0
O=C(NCCC1=CCCCC1)C1CCN(S(=O)(=O)c2ccc(-n3cnnn3)cc2)CC1	2%	0.4	1	2	-25	-5	0.9	0.98	-3
O=C1C2C3C=CC(C3)C2C(=O)N1c1ccc2c(c1)OCO2 (configuration not stated)	6%	-1.4	1.1	9	-8	1	0.9	1	6
CCOC(=O)CSc1nc2ccccc2c(=O)[nH]1	3%	1.5	1.1	-1	-6	6	1	1.1	-21
CC1CCCC(C)N1CCCNC(=O)Cn1cc2c(n1)CCCC2 (configuration not stated)	7%	-1.2	1.1	-2	-15	4	0.8	1	17
CCCn1c(SCC(=O)NC(=O)NCc2ccco2)n[nH]c1=O	3%	-4.1	1	14	-2	-6	0.9	1	-3
